Assay outcomes (PubChem BioAssay)
MMP13 inhibition – human MMP13 inhibition, fluorescence-interfering compounds – biochemical, possible fluorescent artifacts, delta fluorescence, confirmation (AID 734) | MMP13 fTHP FRET cleavage, delta fluorescence 4 h; active compounds read high | inhibition, %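 (each compound tested at 4 µM nominal in triplicate)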 | 5,100 tested, under 10 active;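 active = inhibition above the mean inhibition over all tested compounds plus 3 SD, cut at about 75% in these data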;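 also: 0% = DMSO only wells and 100% = 8 µM reference MMP13 inhibitor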
* marks the source's active call; other numbers are inactive results. Not all compounds are listed, so the mix of outcomes need not match the whole.

SMILES | MMP13 inhibition
CCOC(=O)c1ccc(Nc2cc(C)nc(N3CCOCC3)n2)cc1 | -2
COC(=O)c1cc2c(C)nn(-c3ccccc3)c2s1 | 5
CCOC(=O)COc1ccc2nsnc2c1Cl | 5
COc1ccc(CNC(=O)c2cnc3scc(C)n3c2=O)cc1 | 12
Cc1cccn2c(=O)c3cc(C(=O)N4COCC4(C)C)n(C)c3nc12 | -2
O=S(=O)(c1ccc(Cl)cc1)N1CCN(c2ccc(N3CCOCC3)nn2)CC1 | 3
c1ccc2c(-c3nc4ncccc4o3)cccc2c1 | -32
CCOC(=O)COc1ccc2c(c1)C(=O)CC(C)(C)O2 | 0
O=C(NCc1ccco1)C1CCN(c2ccc(N3CCOCC3)nn2)CC1 | 1
COc1ccc(-c2nc(N)n[nH]2)cc1OC | 0
COc1ccc(S(=O)(=O)N2CCN(C(=O)COc3ccc4c(C)cc(=O)oc4c3)CC2)cc1 | 2
Cn1c(-c2ccc3nc(N)sc3c2)nc2cc(N)ccc21 | 6
CCOC(=O)C1CCCN(c2ncnc3c2[nH]c2cccc(OC)c23)C1 (stereo unspecified) | 6
CC1(C)CC(=O)c2c(nc3ccccc3c2N)C1 | 11
Cc1cc(N2CCC(C)CC2)n2ncc(-c3ccccc3)c2n1 | 12
CN1C(=O)N(C)C2C1N(CN1CCCCC1)C(=O)N2CN1CCCCC1 (stereo unspecified) | 4
CN(C(=O)c1cccnc1)c1nnc(-c2ccccn2)s1 | -36
COCC(=O)N(C)c1nnc(-c2ccccn2)s1 | -39
CN1C(=O)NC(c2ccccc2)C2=C1CN(c1cccc(C(F)(F)F)c1)C2=O (stereo unspecified) | 7
CCOC(=O)c1cc2c(=O)n3ccccc3nc2n(CC(C)C)c1=NC(=O)c1ccco1 | -28
CN(C)CC(O)COc1ccc(-c2ccc(C#N)cc2)cc1 (stereo unspecified) | -8
O=c1c2c(nc3c(-c4ccc(Cl)cc4)c[nH]n13)CCCC2 | 9
Cc1cccnc1NC(=O)Nc1cccc(C(F)(F)F)c1 | 9
Cc1cccn2c(=O)c3cc(C(=O)NCCCn4ccnc4)n(C)c3nc12 | 3
N#CCCCCN1c2cccc3cccc(c23)S1(=O)=O | 3
CC(=O)N(CCc1ccccc1C)Cc1cc2cc3c(cc2[nH]c1=O)OCO3 | 4
Cc1nn2c(-c3cccc(NC(=O)CSc4nc5ccccc5o4)c3)nnc2c2ccccc12 | 1
COC(=O)COc1ccc2oc(=O)cc(C)c2c1 | 1
CN1C(=O)Cc2cc(S(=O)(=O)N3CCOCC3)ccc21 | 2
CCc1cc2c3c(c(=O)oc2cc1OC)CCCC3 | 4
COC(=O)CSc1ccc2nnc(-c3ccc(F)cc3)n2n1 | 6
Cc1cc(=O)n2[nH]c(N3C(=O)CCC3=O)nc2n1 | 7
Cc1c(N2C(=O)c3ccc4c5c(ccc(c35)C2=O)CC4)c(=O)n(-c2ccccc2)n1C | 5
Cc1nc2cc(NC(=O)N3c4ccccc4CC3C)ccc2n1C (stereo unspecified) | 2
Cc1cnc(-c2nnc(N(C)C(=O)C3CCOC3)s2)cn1 (stereo unspecified) | 3
NC(=O)C1CCCN(S(=O)(=O)c2ccc(Br)cc2)C1 (stereo unspecified) | 4
Cc1cccn2c(=O)c(C=NCc3ccccc3)c(NCCO)nc12 | 2
O=c1c2[nH]c3ccccc3c2ncn1CCN1CCCCC1 | 4
CCOc1ccc2[nH]c(=O)c(CN(Cc3cccnc3)C(=O)Nc3ccccc3OC)cc2c1 | 0
COc1ccc(-c2cc(C(=O)N3CCN(c4ccccn4)CC3)c3ccccc3n2)cc1 | 2
CCOC(=O)c1[nH]c2ccc(OC)cc2c1NC(=O)CN1CCN(c2ccccn2)CC1 | -5
COc1ccccc1-c1cc(C(=O)NCc2cccs2)no1 | 1
COc1ccccc1N1CCN(C(=O)CN(c2cc(C)cc(C)c2)S(C)(=O)=O)CC1 | 0
COc1ccc2[nH]c3c(NCCN4CCCCC4)ncnc3c2c1 | 1
CCCCCc1c(O)c2ccccc2[nH]c1=O | 2
Cc1ccc(NC(=O)c2cc(N3CCOCC3)nc3ccccc23)cc1 | 3
CCC(=O)Nc1c(C#N)c2nc3ccccc3nc2n1C1CCCCC1 | -7
COc1cc(C)nc(N(C)S(=O)(=O)c2ccccc2Cl)n1 | 2
COC(=O)c1[nH]c2ccc(Cl)cc2c1NC(=O)CCN1CCOCC1 | 7
CCOC(=O)c1sc2nc(N3CCOCC3)c3c(c2c1N)CC(C)(C)N(C)C3 | 39
Cc1cc(=O)oc2cc3c(cc12)OCCO3 | -8
O=C(Cc1ccc(Cl)cc1)Nc1ccc2oc(-c3ccncc3)nc2c1 | -15
CN(C)CCSc1nc(N)c2c3c(sc2n1)CN(C)CC3 | -5
CCCCc1cc(=O)oc2cc(OCc3nn[nH]n3)c(Cl)cc12 | -2
COc1ccc(CCn2c(NCc3ccco3)nc3c2c(=O)[nH]c(=O)n3C)cc1 | 5
N#Cc1nc(-c2ccccc2F)oc1NC1CCCCC1 | -27
CCN1CC=C2C(C#N)=C(N)C(C#N)(C#N)C(CCc3ccccc3)C2C1 (stereo unspecified) | 2
Cc1ccc2nc3c(cc(C(=O)NCC4CCCO4)n3C)c(=O)n2c1 (stereo unspecified) | 1
Cc1cc(C)n(-c2nc(NCCO)c3c4c(sc3n2)CCCC4)n1 | 2
COCc1cc(C)nc(N2CCOCC2)c1C#N | 4

The listing continues:
SMILES | MMP13 inhibition
CC(=O)Nc1ccc(S(=O)(=O)N2CCN(c3nc(NC4CCCC4)c4ccccc4n3)CC2)cc1 | -1
CC(C)Cn1c(CCC(=O)O)ccc1-c1cccs1 | 4
CC(C)CNC(=O)COc1ccc2c3c(c(=O)oc2c1)CCC3 | 0
CCN1CCCC1CNc1ncnc2c1[nH]c1ccc(F)cc12 (stereo unspecified) | 9
CCNC(=O)c1cc2c(=O)n3cccc(C)c3nc2n(Cc2ccc(C)cc2)c1=N | -82
O=C(Cc1c(O)c2ccccc2[nH]c1=O)NC1CCCCCC1 | 8
CC(=O)N1CCN(c2nc3cc4c(cc3nc2NS(=O)(=O)c2ccccc2)OCCO4)CC1 | 5
Cc1cc(OCC(=O)O)c2cccc(C)c2n1 | 4
CC(C)NCC(O)Cn1c2c(c3ccccc31)CCc1c-2cnn1-c1ccccc1 (stereo unspecified) | 7
Cc1ccc(-c2cc(C(=O)Nc3cccnc3)c3ccccc3n2)o1 | 6
COc1ccc(-c2cc(C(F)(F)F)n3nc(C(=O)O)nc3n2)cc1 | 5
CCOC(=O)C1CCCN(C(=O)CCn2nc(-c3ccccc3)ccc2=O)C1 (stereo unspecified) | 6
c1ccc(-c2oc3ncnc(NCCCN4CCOCC4)c3c2-c2ccccc2)cc1 | -4
Cc1cc(C(=O)Nc2nc3c(s2)CCCC3)no1 | 6
Cc1sc2nc(SCC(=O)NCc3cccs3)[nH]c(=O)c2c1C | 5
CC1(C)Cc2c(c(N3CCOCC3)nc3sc(-c4ccc(C(=O)O)o4)c(N)c23)CO1 | 0
CC(C)(C)n1nnnc1CN(Cc1ccco1)Cc1cc2cc3c(cc2[nH]c1=O)OCO3 | 6
CCCC(=O)N1CCN(c2nc(CC(C)C)c3c(c2C#N)CCC3)CC1 | 0
Cc1nc2cc(-c3cccc(F)c3)nn2c(C)c1CCC(=O)NC(C)CCc1ccco1 (stereo unspecified) | 6
CCCc1cc(=O)oc2c(C)c(O)c(CN3CCCCC3)cc12 | 9
Brc1ccc(-c2nc3ccccc3s2)s1 | 11
C1=C(N2CCOCC2)/C(=C/c2nc3ccccc3[nH]2)CC1 | 2
COc1ccc2nc(NCCCNC(=O)c3cc(OC)c(OC)c(OC)c3)c(C#N)cc2c1 | -1
NC(=O)SCC(=O)Nc1ccc(Cl)c(Cl)c1 | 1
CCOC(=O)c1cnn2c(C)cc(-c3ccccc3)nc12 | 6
CCS(=O)(=O)NCc1ccc2[nH]c3c(c2c1)CCCC3 | 8
Cc1ccc(NC(=O)c2ccccc2F)nc1 | 6
CCN1CCCC1CN=Cc1c(O)n(-c2ccccc2)c(=O)c2ccccc12 (stereo unspecified) | 2
CCOC(=O)c1oc2nc3c(cc2c1N)COC(C)(C)C3 | 7
O=C(Nc1ccc(F)cc1)N(Cc1ccco1)Cc1cc2cc3c(cc2[nH]c1=O)OCO3 | 1
CC(=O)Oc1ccc2c(C)c(CC(C)O)c(=O)oc2c1 (stereo unspecified) | 20
c1ccc2c(c1)NC1(CCCC1)n1c-2nc2ccccc21 | -7
CC(=O)COc1cc(C)cc2oc(=O)c(C)c(C)c12 | 7
CSc1[nH]c(=O)c(C(=O)O)cc1C#N | 0
CC1(C)OC(=O)C(=CNc2cccc(C(=O)O)c2)C(=O)O1 | 4
NC(=O)c1ccccc1N/C=C/C(=O)c1ccccc1 | 5
COCCNc1nc2c(c(=O)n(Cc3ccc(OC)cc3)c(=O)n2C)n1C | 3
CCOc1ccc(C2C=C(c3ccc(C)cc3)Nc3ncnn32)cc1 (stereo unspecified) | -7
CC(C)Oc1ccc(/C(O)=C2/C(=O)C(=O)N(CCN(C)C)C2c2ccco2)cc1 (stereo unspecified) | 2
CC(C)Cc1nc2oc3c(NCc4cccnc4)ncnc3c2c2c1CCC2 | 2
COc1cccc2[nH]c3c(N4CCN(Cc5ccc6c(c5)OCO6)CC4)ncnc3c12 | -17
O=C(CSc1ccc2nnc(-c3cccnc3)n2n1)N1CCOCC1 | 4
CN(C(=O)c1cccs1)c1ccccc1C(=O)O | 6
CCC1CC2(C)NC(=O)c3c(sc4c3CC(C)(C)OC4)N2C1=O (stereo unspecified) | 0
Cc1cc(C)n(-c2nc(C)nc3sc4c(c23)CCC(C)C4)n1 (stereo unspecified) | 4
COc1cc2cc(C(c3nnnn3C(C)(C)C)N3CCc4ccccc4C3)c(=O)[nH]c2cc1OC (stereo unspecified) | 2
CCCCOC(=O)Nc1cc(C(=O)OC)ccc1C(=O)OC | 3
CCc1cc2c(=O)c(-c3nc4ccccc4n3C)c(C(C)C)oc2c(CN2CCN(C)CC2)c1O | 7
Nc1c(-c2ccccc2)n[nH]c1-c1ccccc1 | 9
COc1ccc(-c2cc3ccccc3n2CC(O)Cn2nc(C)cc2C)cc1 (stereo unspecified) | -3
Cc1cc(NC(=O)CSc2ccc3nnc(-c4ccccn4)n3n2)no1 | 3
O=C(Nc1nnc(-c2ccccc2)o1)NC1CCCCC1 | 7
CCCCCOc1ccc(NS(C)(=O)=O)cc1 | 5
CC(C)c1nc2oc3c(NCC4CCCO4)ncnc3c2c2c1COC(C)(C)C2 (stereo unspecified) | 1
COc1ccc2c(c1)cc1n2CCN=C1N | 7
CCOC(=O)N1CCN(C(=O)C2CC(c3ccccc3OC)=NO2)CC1 (stereo unspecified) | 0
CC(C)(C)c1ccc(OCC(=O)NCc2ccco2)cc1 | 3
O=C(CSc1ccc(-c2nc3ccccc3[nH]2)cn1)N1CCN(C(=O)c2ccco2)CC1 | 11
O=S(=O)(Nc1ccc(-c2nc3cccnc3s2)cc1)c1cccs1 | 198*
COc1ccc(-c2nc(C#N)c(N3CCCCCC3)o2)cc1OC | 4
CCCCc1nc(N2CCOCC2)c(C#N)c2c1CCCC2 | 5
COc1cc(CNc2ccc3[nH]c(=O)[nH]c3c2)ccc1OCC(=O)NC(C)(C)C | -3
c1ccc2c(c1)NC1(CCCCC1)n1c-2nc2ccccc21 | -29

Among those listed so far, these have an NH in an aromatic ring:
SMILES | MMP13 inhibition
COc1ccc(-c2nc(N)n[nH]2)cc1OC | 0
CCOC(=O)C1CCCN(c2ncnc3c2[nH]c2cccc(OC)c23)C1 (stereo unspecified) | 6
O=c1c2c(nc3c(-c4ccc(Cl)cc4)c[nH]n13)CCCC2 | 9
CC(=O)N(CCc1ccccc1C)Cc1cc2cc3c(cc2[nH]c1=O)OCO3 | 4
Cc1cc(=O)n2[nH]c(N3C(=O)CCC3=O)nc2n1 | 7
O=c1c2[nH]c3ccccc3c2ncn1CCN1CCCCC1 | 4
CCOc1ccc2[nH]c(=O)c(CN(Cc3cccnc3)C(=O)Nc3ccccc3OC)cc2c1 | 0
CCOC(=O)c1[nH]c2ccc(OC)cc2c1NC(=O)CN1CCN(c2ccccn2)CC1 | -5
COc1ccc2[nH]c3c(NCCN4CCCCC4)ncnc3c2c1 | 1
CCCCCc1c(O)c2ccccc2[nH]c1=O | 2
COC(=O)c1[nH]c2ccc(Cl)cc2c1NC(=O)CCN1CCOCC1 | 7
CCCCc1cc(=O)oc2cc(OCc3nn[nH]n3)c(Cl)cc12 | -2
COc1ccc(CCn2c(NCc3ccco3)nc3c2c(=O)[nH]c(=O)n3C)cc1 | 5
CCN1CCCC1CNc1ncnc2c1[nH]c1ccc(F)cc12 (stereo unspecified) | 9
O=C(Cc1c(O)c2ccccc2[nH]c1=O)NC1CCCCCC1 | 8
Cc1sc2nc(SCC(=O)NCc3cccs3)[nH]c(=O)c2c1C | 5
CC(C)(C)n1nnnc1CN(Cc1ccco1)Cc1cc2cc3c(cc2[nH]c1=O)OCO3 | 6
C1=C(N2CCOCC2)/C(=C/c2nc3ccccc3[nH]2)CC1 | 2
CCS(=O)(=O)NCc1ccc2[nH]c3c(c2c1)CCCC3 | 8
O=C(Nc1ccc(F)cc1)N(Cc1ccco1)Cc1cc2cc3c(cc2[nH]c1=O)OCO3 | 1
CSc1[nH]c(=O)c(C(=O)O)cc1C#N | 0
COc1cccc2[nH]c3c(N4CCN(Cc5ccc6c(c5)OCO6)CC4)ncnc3c12 | -17
COc1cc2cc(C(c3nnnn3C(C)(C)C)N3CCc4ccccc4C3)c(=O)[nH]c2cc1OC (stereo unspecified) | 2
Nc1c(-c2ccccc2)n[nH]c1-c1ccccc1 | 9
O=C(CSc1ccc(-c2nc3ccccc3[nH]2)cn1)N1CCN(C(=O)c2ccco2)CC1 | 11
COc1cc(CNc2ccc3[nH]c(=O)[nH]c3c2)ccc1OCC(=O)NC(C)(C)C | -3
